CHO-K1 Ca antag: M1 antagonist counterscreen hit in parental CHO-K1 cells | AID 602250 | actives 0.6% (n = 360,000) | ATP-induced calcium, Fluo-8 fluorescence | inhibition, % at 3 µM;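 active = inhibition above a per-plate cutoff, the plate's mean sample inhibition plus 3 SD, cut at about 24% in these data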;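 note: 0% = DMSO plus EC80 ATP and 100% = DMSO alone without ATP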
CHO parental Ca: ATP-evoked calcium signal inhibitors, parental CHO, primary screen, counter-screen for OX1R antagonist project, cell-based, fluorescence, Fluo-8 calcium dye; AID 463079, 2010; inhibition, % at 5.6 µM; actives 0.63% (n = 330,000); parental CHO-K1, ATP-induced calcium, Fluo-8 fluorescence;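 active = inhibition above that plate's mean sample inhibition plus 3 SD, cut at about 26% in these data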;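 note: 0% = ATP-challenged DMSO wells and 100% = DMSO wells without ATP; some compounds past the cut are filed as inactive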
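Assay system: untransfected parental CHO cell line. Also added: ATP agonist challenge. Dosing: one dose, 5.6 µM nominal. Measured by: Fluo-8 fluorescence. Read-out: % inhibition. Benchmarks: ATP wells versus no-ATP DMSO wells. Repeats: no replicates.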
M1 ag: human M1 muscarinic receptor agonists, primary screen, Fluo-8 calcium fluorescence, CHO-K1 cells, HTS; CHO-K1 hM1, agonist mode; 0% DMSO, 100% acetylcholine EC100; actives 0.33% (n = 360,000); activation, % at 3 µM;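 active = activation above the run's mean compound activation plus 3 SD, cut at about 16% in these data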;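 note: peak over basal fluorescence ratio within a 140 s kinetic read after compound addition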
CHO-K1 Ca ag: counter-screen for M1 agonists: effect in parental CHO-K1 cells; Fluo-8 calcium fluorescence; scaled to maximal ATP response, vehicle zero; activation, % at 3 µM; AID 602248, 2012; actives 0.48% (n = 360,000); in the data active = activation above about 15%;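 note: untransfected CHO-K1 host cells lacking M1 receptor as counterscreen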
TAAR1 agonist: human TAAR1 agonists, primary screen, Fluo-8 calcium fluorescence, CHO RD-HGA16 cells; Trace amine-associated receptor 1 (Homo sapiens), Q96RJ0; vehicle wells 0%, saturating PEA agonist 100%; activation, % at 3 µM; actives 0.99% (n = 360,000);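 active = activation above the mean activation of all test compounds in the run plus 3 SD, cut at about 38% in these data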
Target sequence (Q96RJ0 whole entry, looked up): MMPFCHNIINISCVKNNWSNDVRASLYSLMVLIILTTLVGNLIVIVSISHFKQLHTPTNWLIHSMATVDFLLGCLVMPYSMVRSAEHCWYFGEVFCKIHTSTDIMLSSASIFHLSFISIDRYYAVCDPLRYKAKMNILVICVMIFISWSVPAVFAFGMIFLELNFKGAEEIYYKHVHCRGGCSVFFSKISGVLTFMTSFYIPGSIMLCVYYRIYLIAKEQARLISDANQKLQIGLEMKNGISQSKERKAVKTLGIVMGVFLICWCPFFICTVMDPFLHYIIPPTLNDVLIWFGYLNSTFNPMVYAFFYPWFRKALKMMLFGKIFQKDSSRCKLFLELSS
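Benchmarks: low control DMSO, high control PEA (EC100); System: CHO RD-HGA16 cells carrying human TAAR1 plus Gα16; Detection: Fluo-8 fluorescence, 5 s baseline then 140 s kinetic read; Schedule: 17-24 h plating, Fluo-8 75 min 37 °C, 30 min RT; Read-out basis: % activation from peak over basal fluorescence ratio, DMSO-to-PEA scaled.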
TAAR1 antagonist: human TAAR1 antagonists, primary screen, Fluo-8 calcium fluorescence, CHO RD-HGA16 cells; Trace amine-associated receptor 1 (Homo sapiens), Q96RJ0; antagonist; inhibition, % at 3 µM; actives 1.5% (n = 360,000); AID 624466, 2012;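 active = inhibition above a per-plate cutoff, the mean inhibition of test compounds on that plate plus 3 SD, cut at about 49% in these data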;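 note: 0% = DMSO plus EC80 beta-PEA response and 100% = DMSO alone without agonist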
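Material: RD-HGA16 CHO cells with stable hTAAR1 and Gα16; Dosing: single nominal final test compound concentration of 3 µM; Schedule: seeding 17-24 h prior, 75-min 37 °C, 30-min RT dye loading; Detection: kinetic Fluo-8 calcium fluorescence measurement; Measure: % inhibition from peak post-agonist over basal fluorescence ratio; Benchmarks: vehicle and agonist controls.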
CHRM1 antagonist: human M1 muscarinic receptor antagonists, primary screen, CHO-K1 cells, Fluo-8 calcium fluorescence, 1536-well | Muscarinic acetylcholine receptor M1 (Homo sapiens), P11229 | CHO-K1 hM1, ACh EC80 antagonist | inhibition, % at 3 µM | actives 1.3% (n = 360,000);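 active = percent inhibition above its own plate's cutoff, namely the mean of that plate's compound wells plus 3 SD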;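 note: peak over basal fluorescence ratio during 140 s after agonist addition; 0% = ACh EC80 plus DMSO and 100% = DMSO alone without agonist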
OXTR potentiate: human OXTR potentiators, primary screen, fluorescence, CHO-OTR cells, Fluo-8 calcium. Fluo-8 calcium fluorescence, potentiator mode; 0% = oxytocin EC15, 100% = EC100. activation, % at 3 µM. actives 0.061% (n = 320,000). AID 2445, 2010;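 active = activation above that plate's cutoff, the mean activation of tested compounds plus 3 SD, cut at about 6.6% in these data, passing the limit was not always enough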;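 note: 100% uses oxytocin at 75 nM as the full agonist control; some results filed as inactive read as strong as hits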
Target sequence (P30559 whole entry, looked up): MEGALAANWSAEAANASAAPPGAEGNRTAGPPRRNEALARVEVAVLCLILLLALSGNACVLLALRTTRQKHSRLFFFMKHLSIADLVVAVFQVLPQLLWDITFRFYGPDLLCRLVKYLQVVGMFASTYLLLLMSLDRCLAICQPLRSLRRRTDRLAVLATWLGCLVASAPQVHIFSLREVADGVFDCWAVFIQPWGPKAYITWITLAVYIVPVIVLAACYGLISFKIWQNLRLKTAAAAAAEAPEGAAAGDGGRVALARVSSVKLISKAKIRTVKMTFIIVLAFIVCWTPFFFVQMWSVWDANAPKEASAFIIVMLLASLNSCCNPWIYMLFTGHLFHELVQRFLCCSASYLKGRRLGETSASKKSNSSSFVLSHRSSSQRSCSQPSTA
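Assay system: CHO cell line stably expressing human OTR. Reagent: EC15 oxytocin agonist. Dosing: single dose, 3.0 µM nominal final compound concentration. Timing: compound 6 min at room temperature before oxytocin, 100 s read. Signal: kinetic Fluo-8 calcium fluorescence. Controls: oxytocin EC15 low and EC100 high.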
CHO-K1 Ca PAM: nonselective calcium activators in parental CHO-K1 cells, primary screen, counter-screen for M1 PAM project, cell-based, Fluo-8 calcium fluorescence, full deck, 1536-well; AID 602247, 2012; actives 0.02% (n = 360,000); ATP EC20; 0% at ATP EC20, 100% at ATP max; activation, % at 3 µM;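 active = activation above the run cutoff, the mean activation of all test compounds plus 3 SD, cut at about 40% in these data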;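 note: peak over basal fluorescence ratio in a 140 s read after ATP addition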
* = called active by the depositor; . = not tested or not shown.

The line under a structure holds: CHO-K1 Ca antag, CHO parental Ca, M1 ag, CHO-K1 Ca ag, TAAR1 agonist, TAAR1 antagonist, CHRM1 antagonist, OXTR potentiate, CHO-K1 Ca PAM
CC1(c2ccc(Cl)cc2)NC(=O)N(CC(=O)NCc2ccc(F)cc2)C1=O (stereo not given)
  0.7, -13.8, -1.4, 0.3, 4.0, -19.9, -5.2, -12.7, 5.3
Cn1nccc1-c1coc2c(C(=O)NCC3CCOCC3)cccc12
  -17.6, ., 0.2, 1.6, 1.1, 11.1, -8.3, ., 4.9
COC(=O)Cc1ccc(NC(=S)N2CCN(c3ccc(OC)cc3)CC2)cc1
  -6.8, -22.7, -4.3, 6.3, 5.9, -2.4, 4.8, -10.0, 22.3
COc1cccc(NC(=O)Nc2ccc(C)c(Cl)c2)c1
  18.1, 90.1*, -3.8, 11.2, 15.0, 21.8, 10.2, -11.4, -6.2
O=C(COC(=O)/C=C/c1cccc(C(F)(F)F)c1)NC(c1ccccc1)c1ccccc1
  -10.5, -6.7, -6.5, -0.1, -0.2, 8.3, -2.5, 0.4, 21.7
COc1ccc(/C(N)=N/OC(=O)CCCN2C(=O)c3ccccc3C2=O)cc1OC
  2.5, -22.6, -8.9, 0.1, 6.3, 4.0, 4.2, 3.6, -1.3
CS(=O)(=O)N(CC(=O)Nc1ccccc1C(=O)N1CCOCC1)c1cccc(F)c1
  11.3, -4.3, 0.2, 6.0, 0.1, -5.2, 0.8, 2.6, -11.1
CCCCOC(=O)n1c(=O)oc2cc(S(=O)(=O)N3CCCCC3)ccc21
  -6.9, -2.4, 8.1, 8.0, 18.4, 8.1, 8.1, -9.8, 6.8
COc1cccc(NC(=O)COc2cc(C)cc3oc(=O)cc(C)c23)c1
  -22.2, -1.4, -1.3, 0.7, 1.2, -44.3, 2.1, -7.8, 8.8
Cc1cccc(N=Nc2cn[nH]c2-c2ccco2)c1
  18.5, 3.2, -2.3, 0.0, 3.1, 15.3, 4.8, -8.5, -2.9
C(=C\c1nnc2c3ccccc3ncn12)/c1ccccc1
  -3.0, -5.6, -4.2, 0.8, 9.3, 25.2, 13.6, -4.2, 11.0
O=C(O)/C(=C1/OC(=O)c2ccccc21)c1ccccc1
  -10.0, -3.0, -2.3, 0.4, -0.3, 19.4, -15.2, -7.1, 19.8
CC(C)(C)c1ccc(C(=O)N/C(N)=N/c2nc3ccccc3o2)cc1
  -0.6, -0.6, -2.8, -0.1, ., ., -7.8, -1.9, 1.3
CCOC(=O)c1c(C)c(C(=O)NCc2cccs2)c(C)n1CC
  -16.8, -19.9, -6.7, 5.1, 2.7, 13.7, -2.7, -3.6, 16.5
Cc1ccc(CNS(=O)(=O)c2ccc(C)s2)cc1
  -14.1, 2.9, -3.3, 1.2, -1.9, 16.3, 1.8, -12.4, 5.5
COCCn1c(C(F)(F)F)ccc(NC(=O)c2ccccc2)c1=O
  -5.6, -23.8, -2.1, 0.5, 6.0, -16.5, 0.9, -5.2, -4.3
O=C(NCCN1CCOCC1)c1ccc(Cl)c(Cl)c1
  -4.9, 0.1, -3.8, 1.2, -0.4, -0.7, -9.5, -9.2, 19.0
CCC(C)(NC(=O)c1ccc2c(c1)OCO2)C(=O)NC1CCCCC1 (stereo not given)
  -18.9, -8.5, -3.4, 0.4, 0.5, -18.1, -11.6, -2.4, -6.7
CCOC(=O)c1c(-c2ccccc2)csc1NC(=O)CCN1CCOCC1
  -6.5, -43.3, -6.1, 2.1, 2.2, 15.3, 2.5, 0.6, 16.9
c1ccc(Nc2ccccn2)nc1
  -22.0, 2.2, -2.2, 0.1, 1.2, -25.6, -33.7, -1.9, 9.6
CNc1cnc(-c2ccsc2)cn1
  -1.8, ., -3.6, -0.4, 1.0, -12.0, -0.3, ., 12.1
Cc1cccn2c(=O)c3cc(S(=O)(=O)c4ccccc4)c(=N)n(Cc4cccnc4)c3nc12
  -12.7, -0.1, -10.3, 0.7, -0.8, 1.4, 4.0, -7.0, 11.1
Cc1ccccc1/C=C\c1nc2ccccc2c(=O)n1Cc1ccccc1
  0.5, -39.0, -10.3, 3.1, 6.4, -7.7, -1.2, -7.2, 21.0
CC(NS(=O)(=O)c1ccc(OCC(=O)Nc2cccc([N+](=O)[O-])c2)cc1)c1ccccc1 (stereo not given)
  5.2, 46.1, -1.7, 9.7, 15.2, 59.8*, 17.8, -10.3, 7.2
O=C1C=C(c2ccccc2)C(O)(c2ccccc2)C1 (stereo not given)
  -19.3, 8.7, -2.5, 0.6, 8.6, 3.2, -5.9, -6.2, 6.6
COC(=O)c1cc(OC)c(OC)cc1N
  -3.2, -5.8, -1.2, -0.5, 4.6, -15.4, -9.3, -1.8, 12.5
CCOC(=O)c1ccc(NC(=O)CCC(=O)NCc2ccco2)cc1
  -7.3, -18.7, -3.2, 0.6, -0.9, -24.7, -14.9, 0.6, 22.1
Cc1sc2nc(CSc3nc4ccccc4c(=O)n3CCCN3CCOCC3)[nH]c(=O)c2c1C
  -12.4, -9.5, -2.2, 1.4, 4.5, 10.0, -3.5, -9.7, -14.6
CC(=O)N(Cc1ccc(Br)cc1)c1ccccc1C(=O)O
  -11.8, 1.9, -3.2, 0.4, 0.6, -15.7, 6.2, -1.1, 14.4
CCOC(=O)N1CCN(S(=O)(=O)c2c[nH]c(C(=O)OC)c2)CC1
  -12.7, -1.9, 0.1, 3.9, 1.2, -8.5, -1.6, -6.1, 15.1
CCc1nc2ccccc2c(C(=O)Nc2cccc(C)c2)c1C
  -1.7, -3.8, -2.0, -0.3, 0.6, -8.7, -12.8, -3.5, -16.4
CCOC(=O)/C(C#N)=C/c1c(N2CCN(C)CC2)nc2ccccn2c1=O
  -11.8, -15.2, -3.5, 1.7, 2.5, -6.8, -6.9, -4.1, 4.2
C[C@H]1CCCCO[C@H](CN(C)C(=O)C2CCCCC2)[C@@H](C)CN([C@@H](C)CO)C(=O)c2cc(NC(=O)NC3CCCCC3)ccc2O1
  -15.7, ., -5.6, 0.1, -1.8, -15.1, -7.9, ., 5.2
O=C(O)c1nnn(-c2cc(C(F)(F)F)cc(C(F)(F)F)c2)c1-c1ccccc1
  19.6, -16.4, -3.4, 0.0, 9.9, -8.2, -9.4, 0.6, 9.4
Cc1cc(=O)n2[nH]c(C)c(-c3ccc(Cl)cc3)c2n1
  -15.1, 4.2, -3.4, 0.2, -2.3, -17.4, -18.8, -3.8, 9.7
Cc1cc(O)c(/C=N/OCc2ccc(Cl)cc2Cl)c(=O)o1
  17.1, -4.8, -3.7, 4.2, 5.9, 2.8, -2.5, -6.4, -12.6
CC(C)=C1C2C=CC1C1C(=O)N(c3ccc4c(c3)OCO4)C(=O)C21 (stereo not given)
  -5.2, -0.8, 1.6, 3.0, 28.6, 7.0, -20.9, -10.7, 12.2
O=C(NC1CC1)c1cc(-c2ccc(Br)cc2)nc2ccccc12
  -2.8, -9.6, -4.8, 1.7, 8.9, 30.2, -6.1, -5.6, -4.7
O=C(c1ccc(Cl)c(Cl)c1)N1CCC(O)(CN2CCOCC2)CC1
  -3.3, -12.7, -6.7, 0.3, 6.5, -1.9, -2.9, -8.2, -12.6
CC1CCN(C(=O)CSc2nc3ccccc3s2)CC1
  -1.4, -20.4, -5.5, 0.9, 8.2, 8.8, -2.5, -0.1, 10.9
Cc1[nH]nc2ncc(C(=O)c3cc(F)ccc3O)cc12
  -9.3, -8.7, -3.1, 3.4, 4.8, 0.6, 4.4, -5.9, 20.3
CCn1ncc(Br)c1C(=O)Nc1cc(C)on1
  11.2, ., -0.3, 13.7, 4.7, -17.7, -2.2, ., -5.8
Cc1cc(C)cc(Oc2cc(NC(=O)c3cn(C)nc3C)cc([N+](=O)[O-])c2)c1
  -45.9, -4.3, -3.8, 0.7, 10.5, 20.1, -4.6, -4.7, 20.3
Cc1c(C(=O)Nc2cc(S(=O)(=O)N3CCOCC3)ccc2N2CCOCC2)oc2ccccc12
  -3.3, -12.4, -3.9, 0.3, 5.9, 19.0, 2.9, -2.0, 2.1
Cc1[nH]n(-c2cccc(Cl)c2)c(=O)c1C=NCC(C)C
  -10.7, -7.3, -1.9, -0.1, -0.8, -20.0, -3.9, -1.6, 2.4

A draw from above in order of molecular weight, highest first.
The line under a structure holds: CHO-K1 Ca antag, CHO parental Ca, M1 ag, CHO-K1 Ca ag, TAAR1 agonist, TAAR1 antagonist, CHRM1 antagonist, OXTR potentiate, CHO-K1 Ca PAM
O=C(O)c1nnn(-c2cc(C(F)(F)F)cc(C(F)(F)F)c2)c1-c1ccccc1
  19.6, -16.4, -3.4, 0.0, 9.9, -8.2, -9.4, 0.6, 9.4
Cc1[nH]n(-c2cccc(Cl)c2)c(=O)c1C=NCC(C)C
  -10.7, -7.3, -1.9, -0.1, -0.8, -20.0, -3.9, -1.6, 2.4
Cc1cc(=O)n2[nH]c(C)c(-c3ccc(Cl)cc3)c2n1
  -15.1, 4.2, -3.4, 0.2, -2.3, -17.4, -18.8, -3.8, 9.7

(next part)
The line under a structure holds: CHO-K1 Ca antag, CHO parental Ca, M1 ag, CHO-K1 Ca ag, TAAR1 agonist, TAAR1 antagonist, CHRM1 antagonist, OXTR potentiate, CHO-K1 Ca PAM
OCCc1c[nH]c2ccc(OCc3ccccc3)cc12
  11.4, -6.2, -1.8, 0.6, 6.5, 7.4, -4.0, 0.2, -5.5
O=C(O)c1ccccc1-c1nc2ccccc2n1-c1ccccc1
  -2.6, -10.4, -6.2, -0.6, 0.4, -12.2, 7.0, -1.3, 18.7
COc1ccc2c(c1)CCC/C2=N\NC(=O)c1ccoc1C
  -3.6, -3.3, -0.2, -0.1, 0.1, 1.2, 7.3, 0.8, -1.2
O=C(c1ccc(NS(=O)(=O)c2ccccc2)cc1)N1CCOCC1
  0.9, -6.0, 2.5, 0.3, 2.8, -2.3, -8.3, -7.7, -19.5
O=C(CSc1nnc(-c2ccccc2Cl)o1)N1CCOCC1
  -0.8, 9.9, -0.9, 11.9, 8.9, -5.0, -11.7, -4.0, 10.5
O=C(CN1C(=O)NC2(CCCCCCC2)C1=O)NCc1ccccc1
  -14.6, -7.5, -1.0, 0.6, -2.5, -1.9, -14.2, -6.4, 2.7
CN(C)/C=N/c1sc2c(c1C(N)=O)CCCC2
  -1.4, -10.3, -7.3, 0.2, -0.5, -5.7, -12.2, -16.0, 22.9

From PubChem
